# KCNQ2 inh – KCNQ2 channel blockers in CHO-K1 cells – cell-based, FluxOR thallium flux, B-score, primary screen (AID 2156) | O88943 | 1.1% of 310,000 active | B-score at 10 µM | 20 min; active compounds read low;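 active means fluorescence ratio B-score at most minus 3 library SDs, with starting brightness B-score within 2 library SDs, cut at about -5.5 in these data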
# Kir21 block – inhibitors of mouse Kir2.1 inward-rectifier potassium channel; P35561; HEK293-Kir2.1, FluxOR thallium flux fluorescence; active compounds read low; B-score at 10 µM; 0.85% of 310,000 active;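 active means fluorescence ratio B-score at or below minus 3 SD of library scores, with starting-brightness B-score within 2 SD, cut at about -4.2 in these data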;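 further: channel flux triggered by added potassium and thallium sulfate stimulus; B-score of peak minus minimum fluorescence over baseline after thallium stimulus; more negative B-score means stronger Kir2.1 block with less thallium influx; some compounds called inactive have numbers as strong as hits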
# Target sequence (P35561 whole entry, looked up): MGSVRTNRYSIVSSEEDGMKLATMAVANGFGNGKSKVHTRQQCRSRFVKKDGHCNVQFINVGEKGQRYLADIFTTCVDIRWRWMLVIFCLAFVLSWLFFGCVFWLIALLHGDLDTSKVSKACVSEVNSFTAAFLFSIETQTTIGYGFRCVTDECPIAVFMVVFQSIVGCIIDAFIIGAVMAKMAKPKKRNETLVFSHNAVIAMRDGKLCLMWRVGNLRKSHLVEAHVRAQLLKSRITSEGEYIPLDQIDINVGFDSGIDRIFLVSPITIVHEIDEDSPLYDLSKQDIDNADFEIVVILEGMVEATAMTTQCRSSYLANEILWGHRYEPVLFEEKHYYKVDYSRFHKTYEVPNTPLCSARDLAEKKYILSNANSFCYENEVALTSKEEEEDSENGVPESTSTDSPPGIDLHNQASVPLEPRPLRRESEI
# * marks the source's active call; other numbers are inactive results; i = inactive.
mol	KCNQ2 inh	Kir21 block
Cc1ccc(-c2cc(C(=O)Nc3nccs3)c3ccccc3n2)c(C)c1	i	1.6
O=C(Nc1ccc(F)cc1)C1CC(=O)N(Cc2ccco2)C1 (stereo not given)	i	0.73
CC1CCCCN1C(=S)NCc1ccco1 (stereo not given)	i	0
COc1ccc(F)cc1C(=O)C1CCCN(C(=O)CCN2CCCCO2)C1 (stereo not given)	i	0.04
Cc1ccccc1NC(=O)C1(NC(=O)c2cccc(N3C(=O)CSC3c3ccccc3)c2)CCCCC1 (stereo not given)	i	0.56
N=c1c(C(=O)NCc2ccco2)cc2c(=O)n3ccccc3nc2n1CC1CCCO1 (stereo not given)	i	0.25
CCOc1ccc(C(=O)CSCC(=O)O)cc1	i	0.05
CC(=O)Nc1nc(-c2ccc3c(c2)CCO3)cs1	i	-1.4
Cc1ccc(OCC(=O)NNC(=O)c2ccoc2C)c(Br)c1	i	1.1
O=C(NN1C(=O)C2C3C=CC(O3)C2C1=O)c1cccc(O)c1 (stereo not given)	i	-0.02
CC1(C)Oc2ccc(C(=O)N3CCOCC3)cc2N(CC(=O)Nc2ccccc2)C1=O	i	2.5
COCCCn1c(C(=O)NCCC2=CCCCC2)cc2c(=O)n3ccccc3nc21	i	0.88
O=c1cc(N/N=C/c2ccccc2)[nH]c(=O)[nH]1	i	0.64
Cc1ccc(SCCC(=O)NCc2ccccn2)cc1	i	-0.1
N#Cc1ccc(CSc2nnc(-c3cccnc3)o2)cc1	i	0.26
COc1ccccc1N1CC(C(=O)Nc2cc(C(F)(F)F)ccc2N2CCCC2)CC1=O (stereo not given)	i	0.94
Cc1ccc(N=C2SCCCN2C(=O)c2cccc(N3C(=O)CCC3=O)c2)cc1Cl	i	-1.3
COc1cc(C2/C(=C(\O)c3ccc4c(c3)CC(C)O4)C(=O)C(=O)N2c2nnc(C)s2)cc(OC)c1OC (stereo not given)	i	-0.58
O=C1/C(=C/c2ccc(O)cc2)SC(=S)N1CC1CCCO1 (stereo not given)	i	1.3
COc1ccc2[nH]c(C(=O)NCc3ccccc3)cc2c1	i	-0.1
COc1ccc(-c2cc(C3CCNCC3)[nH]n2)cc1	i	-0.03
Cc1ccc(S(=O)(=O)n2nc(OC(=O)c3c(F)cccc3Cl)cc2N)cc1	i	0.4
Cc1ccc(C2=CC(C)(c3ccc(C)cc3)Nc3nc(C(F)(F)F)nn32)cc1 (stereo not given)	i	0.13
CCOC(=O)N1CCC(N2Cc3cccc(C(=O)NCc4ccccn4)c3C2=O)CC1	i	1.6
Cc1ccc(S(=O)(=O)CCc2nnc(NC(=O)c3cccs3)s2)cc1	i	-0.05
Cc1cccc2c1-c1sc(C(=O)Nc3cccc([N+](=O)[O-])c3C)cc1CO2	i	1.5
N#CCC(=O)N1CC2(CC(c3cccc(NC(=O)COc4ccc(Cl)cc4)c3)=NO2)C[C@@H]1C(N)=O (stereo not given in full)	i	2.4
O=C(COC(=O)c1c(Cl)ccc(Cl)c1Cl)NC(=O)NCc1ccccc1	i	-1.5
O=C1c2ccccc2CN1C(CO)c1ccccc1 (stereo not given)	i	-1.2
N/C(=C\C(=O)c1cc(Cl)ccc1O)C(Cl)(Cl)Cl	i	-0.01
COC(=O)c1ccc(OCC(O)CN2C(=O)c3ccccc3C2=O)cc1 (stereo not given)	i	0.65
COc1ccc(C(C)C)cc1S(=O)(=O)n1cnc(C)c1	i	0.8
O=C(Nc1ccccc1Oc1ccccc1)c1cccc([N+](=O)[O-])c1	i	-1.9
CCN1CCc2nc(NC(=O)c3ccc(S(=O)(=O)N(C)C)cc3)sc2C1	i	1.6
COc1ccccc1N1CCN(S(=O)(=O)c2ccc(-c3ccc(=O)[nH]n3)o2)CC1	i	-0.96
O=C(Nc1ccc([N+](=O)[O-])cc1)N1CCc2ccccc2C1	i	-2.9
COc1cc(C(=O)Nc2ccc3ccccc3c2)cc(OC)c1OC	i	0.32
CC#CCN(Cc1ccco1)C(=O)c1ccc(OC2CCN(Cc3ccccn3)CC2)cc1	i	0.54
CCOc1ccccc1/C=N/Nc1nc(C)cc(=O)[nH]1	i	1.3
O=C(O)/C=C/c1cn(-c2ccccc2)nc1-c1cccc([N+](=O)[O-])c1	i	0.84

# A few values from above:
# Reading for N/C(=C\C(=O)c1cc(Cl)ccc1O)C(Cl)(Cl)Cl under Kir21 block: -0.01
# Reading for Cc1cccc2c1-c1sc(C(=O)Nc3cccc([N+](=O)[O-])c3C)cc1CO2 under Kir21 block: 1.5
# Reading for O=C(Nc1ccccc1Oc1ccccc1)c1cccc([N+](=O)[O-])c1 under Kir21 block: -1.9

# Other entries
mol	KCNQ2 inh	Kir21 block
COc1ccc(C(=O)NNC(=O)CSc2nc3c([nH]2)c(=O)n(C)c(=O)n3C)cc1	i	0.69
COc1ccc(C2(CNS(=O)(=O)c3ccc(C)cc3)CCOCC2)cc1	i	0.44
Cc1cc(=O)[nH]c(SCC(=O)Nc2nnc(SCc3ccccc3)s2)n1	i	-1.1
CC[N+]1(C)CCC(=C2c3ccccc3CC(=O)c3sccc32)CC1 (stereo not given)	i	0.24
CC(C)Cc1ccc(S(=O)(=O)N2CCOCC2)cc1	i	-0.37
Cc1ccc(NC(=O)CN2C(=O)NC(C)(c3ccc(Cl)cc3)C2=O)cc1 (stereo not given)	i	-2.7
NS(=O)(=O)c1ccc(NC(CNS(=O)(=O)c2ccccc2)c2ccccc2)cc1 (stereo not given)	i	1.2
CC(OC(=O)c1ccc(Cl)nc1)C(=O)Nc1ccc(S(=O)(=O)N2CCCC2)cc1 (stereo not given)	i	0.68
O=C(CSc1nnc(-c2ccncc2)o1)NCc1ccc(Cl)cc1	i	0.42
COC(=O)C1CN(C(=O)c2cccc(OC(F)F)c2)c2ccccc2O1 (stereo not given)	i	0.05
N=C1SC(c2ccccc2)C(=O)N1c1ncc(Cc2ccccc2Cl)s1 (stereo not given)	i	-0.4
COc1cccc2c1C(=O)C[C@]1(CCCC[C@@H]1C)O2	i	-1.3
CC(OC(=O)CNC(=O)c1ccc2ccccc2c1)C(=O)NC1CCCCC1C (stereo not given)	i	-0.6
CCN1CCN(CCCCSc2ccccc2)CC1	i	-0.43
O=c1c2ccccc2[nH]c2ccc(F)cc12	i	0.88
O=C(NCC(c1cccs1)N1CCOCC1)c1cc(-c2ccc(F)cc2)nc2ccccc12 (stereo not given)	i	1.3
Cc1cccc(-c2nc(-c3ccncc3)no2)c1	i	0.16
COc1ccc(N2C(=O)CCC(C(=O)NCc3ccccn3)C2c2ccc(F)cc2)cc1 (stereo not given)	i	0.97
NC(=S)N(c1ccccc1)c1ccccc1	i	0.8
Cc1ccc(S(=O)(=O)CCSc2nccn2C)cc1	i	-1.6
CC(=O)C1=C(O)C(=O)N(CO)C1c1ccccc1F (stereo not given)	i	0.36
CCCN1CCN(CCCNC(=O)c2cc3c(s2)-c2c(C)cccc2OC3)CC1	i	-0.85
Cc1cc(N2CCN(C)CC2)nc2ccc(NC(=S)NCCCN3CCN(C)CC3)cc12	i	-0.21
NS(=O)(=O)c1ccc(NNC(=O)c2ccc(F)cc2F)cc1	i	-0.04
Nc1c2c(nc3ccccc13)N(C1CCCCC1)CC2	i	-0.29
CC1CCCCC1NC(=O)CSc1ccc([N+](=O)[O-])cc1 (stereo not given)	i	-1.4
CCOc1ccc(CCNC(=O)COC(=O)C2CCN(c3ccc(C(F)(F)F)cn3)CC2)cc1OCC	i	-0.09
Cn1cc(S(=O)(=O)N2CCCC2)cc1C(=O)NCCc1ccccc1	i	2.4
CSCCC(Nc1ncnc2ccc(Br)cc12)C(=O)O (stereo not given)	i	-1.6
CCN(CC)C(=O)COc1ccc(CC(=O)O)cc1OC	i	0.01
Cc1cc(=O)n2[nH]c(C(F)(F)F)c(-c3ccccc3)c2n1	i	1.9
CCOC(=O)N1CCN(c2nnc(-c3ccccc3)c3ccccc23)CC1	i	1.4
CC1=NN(C(=O)CCc2ccccc2)C(O)(c2ccncc2)C1 (stereo not given)	i	-0.03
Cc1csc(NC(=O)c2ccc(C)o2)n1	i	0.12
Cc1cccc(-c2noc(CN(C)C(=O)c3ccc4c(c3)OCO4)n2)c1	i	0.15
COc1ccc(CN2CCN(Cc3ccc(CO)o3)CC2CCO)cc1C (stereo not given)	i	0.76
CC(=O)Nc1ccc(NC(=O)Cc2ccc(S(=O)(=O)N3CCCCC3)s2)cc1	i	0.59
CC12CCC(=O)N1C(C(=O)Nc1nc(-c3ccccc3Cl)cs1)CS2 (stereo not given)	i	1.1
Cc1nc2ccccc2c(=O)n1/N=C/c1ccc([N+](=O)[O-])o1	i	-0.9
O=C(CN1CCCCCCC1)N/N=C/c1ccc(F)cc1F	i	0.41

# In a second layout: 2 of the compounds above.
# Values run as follows: KCNQ2 inh	Kir21 block
CSCCC(Nc1ncnc2ccc(Br)cc12)C(=O)O (stereo not given)
    i	-1.6
CCN(CC)C(=O)COc1ccc(CC(=O)O)cc1OC
    i	0.01

# More records follow:
mol	KCNQ2 inh	Kir21 block
CC(C)C(=O)Nc1ccc(-c2nc3cccnc3o2)cc1	i	-0.13
CCCNc1c(NS(=O)(=O)c2ccc(NC(=O)CC)cc2)c(=O)oc2ccccc12	i	0.17
Cc1sc(NC(=O)c2ccco2)c(CN2CCN(c3ccccn3)CC2)c1C	i	-0.81
CCn1c(SCC(=O)NC2CC2)nnc1C(C)Oc1ccccc1 (stereo not given)	i	-0.63
O=[N+]([O-])c1cc([N+](=O)[O-])c2cccnc2c1Oc1ccccc1O	i	-8.9*
O=C(NCCN1CCOCC1)C1CCC(CNS(=O)(=O)c2ccccc2)CC1 (stereo not given)	i	1.5
CCn1c(Cc2ccccc2)nnc1SCC(=O)Nc1nccs1	i	1.1
CCOCCCNc1ncc2c(n1)CC(c1ccc(C)cc1)CC2=O (stereo not given)	i	0.34
CCCCC(=O)N1CCN(c2nc3ccc(OCC)cc3s2)CC1	i	-1.6
CC(C)n1c(NCc2ccccc2O)nc2ccccc21	i	-2.9
Cc1cc(C)nc(N/N=C/c2cccc([N+](=O)[O-])c2)n1	i	0.95
CCN(CC(=O)Nc1ccccc1C(F)(F)F)C(=O)c1oc2ccc(OC)cc2c1C	-6*	-0.13
O=C(NCC1CCCO1)c1csc2c1CCCC2 (stereo not given)	i	0.37
COCCN(CCOC)C(=O)COC(=O)c1ccc(Cl)c(S(=O)(=O)N(C)c2ccccc2)c1	i	1.7
COc1ccc2cc(CCNC(=O)c3cccc([N+](=O)[O-])c3)c(=O)[nH]c2c1	i	0.02
Cc1ccccc1NS(=O)(=O)c1nnc(NC(=O)c2ccccc2C)s1	i	0.77
CCCCC(=O)NC(=S)Nc1c(C)cc(Br)cc1C	i	1
COc1cnc(-c2ccccn2)nc1Sc1ccc(F)cc1	i	1
COc1ccc(C2=NOC(Cn3c(Cc4ccc(Cl)cc4)nc4c3c(=O)n(C)c(=O)n4C)C2)cc1 (stereo not given)	i	1.5
COc1ccc(-n2c(C)cc(C(=O)CSc3nn4c(=O)c(C(C)(C)C)nnc4s3)c2C)cc1	i	1.8

# Pulled one by one from the entries so far, 7 records:
mol	KCNQ2 inh	Kir21 block
COc1ccc(-n2c(C)cc(C(=O)CSc3nn4c(=O)c(C(C)(C)C)nnc4s3)c2C)cc1	i	1.8
COc1cnc(-c2ccccn2)nc1Sc1ccc(F)cc1	i	1
CC(C)n1c(NCc2ccccc2O)nc2ccccc21	i	-2.9
CCCCC(=O)NC(=S)Nc1c(C)cc(Br)cc1C	i	1
COc1ccc2cc(CCNC(=O)c3cccc([N+](=O)[O-])c3)c(=O)[nH]c2c1	i	0.02
Cc1sc(NC(=O)c2ccco2)c(CN2CCN(c3ccccn3)CC2)c1C	i	-0.81
COc1ccc(C2=NOC(Cn3c(Cc4ccc(Cl)cc4)nc4c3c(=O)n(C)c(=O)n4C)C2)cc1 (stereo not given)	i	1.5

# Continuation:
mol	KCNQ2 inh	Kir21 block
Nc1c(C(=O)N/N=C/c2ccc(Cl)cc2)cnn1-c1ccccc1	i	-0.89
NC(=O)CSc1nnc(-c2cccc(S(=O)(=O)N3CCCCC3)c2)o1	i	-0.77
CC1CC(C)CN(C(=O)CSc2nnc(-c3ccc(Cl)s3)o2)C1 (stereo not given)	i	-1.5
CC(C)Oc1ccc(C(=O)CCN2CCOCC2)cc1	i	0.18
Cc1ccccc1-c1nc(CN2CCSCC2)c(C)o1	i	0.28
CC(=O)NC1=NC(=O)/C(=C/N2CCCCC2)S1	i	0.64
CN(C)c1cccc(NC2=CC(=[N+]3CCOCC3)CC(C)(C)C2)c1	i	-0.3
CCCCOC(=O)c1ccc(NC(c2ccc(C)cc2)P(=O)(OC)OC)cc1 (stereo not given)	i	1.6
CN(C(=O)COc1ccc2c(-c3ccccc3)cc(=O)oc2c1)C1CCS(=O)(=O)C1 (stereo not given)	i	-1.3
Nc1ccccc1SCC(=O)Nc1nc(-c2ccccc2)cs1	i	-0.54
CC1CCN(c2nc3ccc(C(=O)N4CCN(Cc5ccc6c(c5)OCO6)CC4)cc3s2)CC1	i	-0.61
CC1=NNC(=O)C1CCC(=O)N/N=C\c1ccccc1[N+](=O)[O-] (stereo not given)	i	-0.71
C/C(N)=C(/C#N)C(=O)COC(=O)CSc1ccccc1	i	0.53
Cc1ccc(C(=O)N2CCOCC2)cc1[N+](=O)[O-]	i	-1
CCN(CC)C(=O)c1sc2nc(-c3ccncc3)[nH]c(=O)c2c1C	i	-1.8
CCn1c(C)nc2cc(C(=O)NNC(=S)NC(=O)c3ccc(OC)cc3)ccc21	i	0.29
NS(=O)(=O)c1cccc(-n2cnnn2)c1	i	-1.5
Cc1csc(NC(=O)c2ccc(Br)s2)n1	i	0.86
CCOc1ccc(NC(=S)NCC(c2cccnc2)N2CCOCC2)cc1 (stereo not given)	i	0.06
